# aDG glyco act – increases alpha dystroglycan glycosylation. Pro5-aDG cells, alpha-DG glycosylation AlphaScreen (IIH6); 0% Pro5, 100% B10-LARGE cell signal. 0.22% of 360,000 active. AID 624168. activation, % at 10 µM;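 active means activation of at least 8% versus controls, or a plate z-score of at least 8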;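 further: Pro5 are CHO cells carrying HIG-tagged alpha-DG that lacks glycosylation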
# TRPM1 prom inh – reduces MITF-dependent TRPM1 promoter luciferase signal. SK-MEL-5 TRPM1 promoter luciferase, 24 h. inhibition, % at 12.5 µM. 0.83% of 330,000 active. AID 488899;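 active means mean inhibition across replicates of 60% or more, whatever share of single replicates reaches that level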; further: values of inactives mirror those of a sister screen read the other way
# HIF-2a inh – blocks HIF-2a reporter activity; 786-0 RCC cells HIF-2a reporter, luciferase luminescence, overnight; inhibition, % at 18.8 µM; 0.72% of 360,000 active;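 active means inhibition of the luminescence signal of 40% or more relative to plate controls, in a single-dose primary screen at 18.75 µM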
# NR2E3 ag-1 – activates human NR2E3 receptor. Q9Y5X4. CHO-S Gal4-NCOR/VP16-NR2E3 two-hybrid, luciferase. inhibition of corepressor binding, % at 3.98 µM. 0.35% of 360,000 active. AID 602229;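 active means inhibition above the mean of all tested compounds plus 3 SD, cut at about 70% in these data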;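 further: 0% = DMSO with NR2E3 transfected cells and 100% = cells lacking NR2E3 construct; higher means lower luciferase signal from less NR2E3 corepressor binding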
# Target sequence (Q9Y5X4 whole entry, looked up, the tested form may be a part): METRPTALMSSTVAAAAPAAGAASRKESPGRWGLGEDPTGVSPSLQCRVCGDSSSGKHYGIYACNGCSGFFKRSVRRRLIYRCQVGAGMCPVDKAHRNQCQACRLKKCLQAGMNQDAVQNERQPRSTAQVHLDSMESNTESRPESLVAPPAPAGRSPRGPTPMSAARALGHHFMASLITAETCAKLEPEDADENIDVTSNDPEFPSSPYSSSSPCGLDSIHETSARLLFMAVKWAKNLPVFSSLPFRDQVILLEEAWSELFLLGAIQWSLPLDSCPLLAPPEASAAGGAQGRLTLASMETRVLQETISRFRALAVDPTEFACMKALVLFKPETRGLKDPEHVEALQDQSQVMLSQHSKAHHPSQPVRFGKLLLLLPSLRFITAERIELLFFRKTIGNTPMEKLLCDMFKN
# Vif imaging – inhibitors of HIV Vif. 0.35% of 340,000 active. inhibition, % at 7.49 µM. HEK293T cells, Vif self-association by quenched fluorescence, imaging, 24 h; in the data active means inhibition above about 50%, passing the limit was not always enough; further: some results filed as inactive read as strong as hits
# NR2E3 ag-2 – activates human photoreceptor nuclear receptor NR2E3 | Q9Y5X4 | GST-NR2E3/biotin-RetCOR TR-FRET, 1536-well | inhibition of corepressor binding, % at 4.78 µM | 0.12% of 320,000 active | AID 2300;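 active means percent inhibition above the cutoff of mean plus 3 SD of all tested compounds, set per screening campaign, cut at about 20% in these data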;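 further: 0% = DMSO wells and 100% = biotin wells as full block of FRET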
#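 Test system: GST-NR2E3 and biotin-RetCOR proteins | Quantity: 1.35 nM GST-tagged NR2E3 final | Medium: Tris pH 7.5 | Also added: 7 nM biotin-RetCOR | Dosing: Compound at 4.8 µM, single dose | Timing: 5 h at 4 °C | Detection: Time-resolved FRET | Read-out basis: Percent inhibition | Benchmarks: Biotin wells as high control, 0.6% DMSO wells as low control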
# Granule exo inh – blocks lytic granule exocytosis | TALL-104 LAMP-1 surface exposure, flow cytometry; cells stimulated with thapsigargin and PMA | inhibition, % at 10 µM | AID 651702 | 0.66% of 360,000 active;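 active means inhibition above about 55%, limit read from the data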
# Peg3 prom inh – reduces Peg3 promoter-driven luciferase expression in HeLa | HeLa PEG-Prom luciferase reporter, luminescence, overnight | inhibition, % at 20 µM | 1.7% of 360,000 active;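 active means inhibition of at least 50% at 20 µM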
# PDI turbidity – PDI (human) enzyme inhibition | P07237 | PDI insulin aggregation turbidity, A650, 90 min | inhibition, % at 10 µM | 0.052% of 350,000 active;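 active means mean inhibition across replicates of 30% or more, whatever share of single replicates reach that level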;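 further: absorbance from insulin aggregation driven by PDI reduction with DTT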
# Target sequence (P07237 whole entry, looked up): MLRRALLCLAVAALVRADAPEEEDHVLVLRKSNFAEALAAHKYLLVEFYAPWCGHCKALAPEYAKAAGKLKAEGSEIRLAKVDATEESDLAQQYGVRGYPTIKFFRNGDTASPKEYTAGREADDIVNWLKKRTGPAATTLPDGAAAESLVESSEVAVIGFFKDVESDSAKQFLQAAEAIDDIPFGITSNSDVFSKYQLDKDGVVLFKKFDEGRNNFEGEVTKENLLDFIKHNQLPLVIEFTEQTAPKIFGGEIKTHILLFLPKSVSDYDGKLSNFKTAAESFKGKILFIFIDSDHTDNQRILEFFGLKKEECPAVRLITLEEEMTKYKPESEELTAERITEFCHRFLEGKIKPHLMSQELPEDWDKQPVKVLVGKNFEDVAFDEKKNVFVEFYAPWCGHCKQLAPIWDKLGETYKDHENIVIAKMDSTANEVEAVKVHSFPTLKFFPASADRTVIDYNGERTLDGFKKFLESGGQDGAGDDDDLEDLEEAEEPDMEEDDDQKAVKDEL
# iPSC survival up – increases survival of single human iPS cells | hiPSC single-cell survival, ATPlite luminescence; 100% = ROCK inhibitor wells, 0% = DMSO | survival enhancement, % at 20 µM | 0.044% of 360,000 active; in the data active means survival enhancement above about 18%;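 further: cells exposed to compounds for 16 hours before the ATP read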
# CaV13 FRET inh – Disruptors of the CACNA1D IQ motif to Ca2+-dependent inactivation inhibitor domain association, primary screening, Förster resonance energy transfer in intact living … | HEK cells, CFP/YFP FRET ICDI-IQ, plate reader, 10 min; percent FRET-ratio fall versus neutral wells | inhibition, % at 12.3 µM | 0.098% of 340,000 active;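 active means mean replicate inhibition of at least 30% and at least 1% of replicates passing that level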;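 further: 0% = median of the neutral control wells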
# Starred values were filed as active, the others as inactive; . = not tested or not shown.
SMILES,aDG glyco act,TRPM1 prom inh,HIF-2a inh,NR2E3 ag-1,Vif imaging,NR2E3 ag-2,Granule exo inh,Peg3 prom inh,PDI turbidity,iPSC survival up,CaV13 FRET inh
CC(C)(C)c1ccc(/C=N/NC(=O)C2CCCC2)cc1,0.3,-34,-173,-61,8,.,-3,-215,4,-0.5,-5
COc1ccc(-c2nnc(SC(C)C(=O)NNC(=O)c3ccc(C)cc3)o2)cc1 (stereo unspecified),0.0,-1,18,5,-12,3,-1,-1,10,-0.3,-5
CCN1CCN(c2nc(Nc3cccc(OC)c3)nc(N)c2[N+](=O)[O-])CC1,-0.1,11,6,-23,.,3,-4,23,6,-0.2,-3
CCN(CC(=O)Nc1ccc2c(c1)OCCO2)C(=O)c1cc(Cl)nc2ccccc12,-0.2,0,10,-25,-5,0,4,0,-4,-0.2,-1
CCC(C)(C)N(C(=O)CCC(=O)Nc1cc(C)on1)C(C(=O)NC(C)(C)C)c1ccc(OC)cc1 (stereo unspecified),0.1,3,10,1,-9,2,-3,20,-7,-0.7,-5
COc1ccc(S(=O)(=O)Nc2ccccc2OC)cc1NC(=O)CC1CC2CCC1C2 (stereo unspecified),0.4,21,20,-19,6,-1,-2,20,-8,-1.1,-13
CCNS(=O)(=O)c1ccc(CCC(=O)N2CCCC2)cc1,-0.2,13,9,4,-5,1,-4,5,5,0.7,-5
Cc1sc(NC(=O)c2cccs2)c(C(=O)OC(C)C)c1C,0.1,-7,-8,-9,-12,-1,-3,-9,-11,-0.5,-3
CCCc1cc(N2CCN(c3ccccn3)CC2)n2nc(C)c(-c3ccccc3)c2n1,0.2,-19,16,-7,2,2,4,12,12,0.8,-6
CCCCc1nc(N2CCOCC2)c(C#N)c2c1COC(C)(C)C2,-0.4,-2,14,-26,-15,3,0,21,-2,-2.4,-5

# Overlap with the part before: three compounds, then new ones.
SMILES,aDG glyco act,TRPM1 prom inh,HIF-2a inh,NR2E3 ag-1,Vif imaging,NR2E3 ag-2,Granule exo inh,Peg3 prom inh,PDI turbidity,iPSC survival up,CaV13 FRET inh
Cc1sc(NC(=O)c2cccs2)c(C(=O)OC(C)C)c1C,0.1,-7,-8,-9,-12,-1,-3,-9,-11,-0.5,-3
CCCc1cc(N2CCN(c3ccccn3)CC2)n2nc(C)c(-c3ccccc3)c2n1,0.2,-19,16,-7,2,2,4,12,12,0.8,-6
CCCCc1nc(N2CCOCC2)c(C#N)c2c1COC(C)(C)C2,-0.4,-2,14,-26,-15,3,0,21,-2,-2.4,-5
CCOC(=O)c1c(NC(=O)c2ccc(N3C(=O)[C@@H]4[C@H](C3=O)[C@H]3C=C[C@@H]4C3)cc2)sc2c1CC(C)CC2 (stereo partly specified),1.0,2,3,-9,1,8,2,1,10,-0.8,-2
CC(C)C[C@H]1CN([C@@H](Cc2ccccc2)CN2CCC[C@@H]2CN2C(=O)C(=O)NC[C@@H]2Cc2ccc(O)cc2)C(=O)C(=O)N1CC1CCCCC1,-0.2,.,0,-1,11,.,-1,-31,.,-0.7,-8
O=C(C1CCN(CCCc2ccccc2)CC1)N(CCc1ccccc1)Cc1ccccc1,0.7,10,-3,7,0,-2,7,15,8,-2.7,-4
O=C(CCC(=O)N1CCCCC1)Nc1ccc(Cl)c(Cl)c1,-0.1,-5,-68,-4,0,-3,-2,-24,2,-0.4,-5
COC(=O)c1c(N)[nH]c(C(=O)c2ccccc2)c1-c1ccc(Cl)cc1,-0.1,.,16,-40,.,.,-5,.,.,-0.8,-7
O=C(NCCN1C(=O)S/C(=C\c2cccs2)C1=O)c1ccco1,-0.2,4,20,5,-8,5,2,10,-3,-0.5,4
O=C(C1CCC1)N1CCN(c2cccc(C(F)(F)F)c2)CC1,0.0,-5,-15,0,-4,-6,-1,-4,7,-0.5,-21
COc1ccccc1CNC(=O)COC(=O)c1n[nH]c2ccccc12,1.9,7,11,-9,-3,-4,-1,10,-3,0.5,.
Cc1ccc(F)cc1NC(=O)Cc1ncc(C(F)(F)F)cc1Cl,-0.1,-3,4,-5,12,5,0,9,6,0.2,-5
CCOC(=O)c1nnn(-c2ccccc2C#N)c1C,0.2,1,8,-19,13,1,-1,15,1,-1.3,-4
N/C(=N/OC(=O)c1cccc([N+](=O)[O-])c1)c1cccc([N+](=O)[O-])c1,-0.1,-37,-175,-4,-4,3,-2,-186,1,-0.6,-3
CC(=O)C1=CCC(c2cccc3ccccc23)N(S(=O)(=O)c2ccc(C)cc2)C1 (stereo unspecified),0.1,.,-7,-2,5,.,19,27,.,1.0,-3
CCCCc1ccc(NC(=O)CSc2nc(=O)n(CCCN3CCOCC3)c3c2CCC3)cc1,0.2,12,3,-6,-6,2,22,-7,-11,-0.5,-11
O=C1CCN(c2ccccc2)N1,0.3,6,8,34,7,.,7,-4,-4,0.6,-7
C=C[C@@H]1c2ccccc2N(S(=O)(=O)c2ccc(C)cc2)[C@H](c2ccc(C(F)(F)F)cc2)C1(C#N)C#N,0.0,26,23,-2,-3,1,44,11,-5,0.2,-5
Cc1cc(NS(=O)(=O)c2ccc(NS(=O)(=O)c3ccc(CC(C)C)cc3)cc2)nc(C)n1,-0.1,-8,14,-13,0,-2,-2,5,-2,2.1,2
CCCCOc1ccc(-c2[nH]ncc2C=O)cc1,0.0,-48,-194,-63,-7,4,4,-190,-6,-0.8,-3
NNC(=O)c1ccc([N+](=O)[O-])c(CS(=O)(=O)c2ccc(Cl)cc2)c1,-0.1,2,23,-31,-1,-1,-3,5,0,0.2,-2
COc1cc(C(=O)OCC(=O)Nc2c(F)cccc2F)cc(OC)c1C,-0.2,11,9,-15,-27,3,0,3,-14,4.9,-5
CCOc1ccc(S(=O)(=O)Nc2cnc3ccccc3c2)cc1,2.3,2,13,99*,-12,0,1,25,1,-0.4,-3
O=S(=O)(NC1CCSc2ccccc21)c1ccccc1 (stereo unspecified),0.0,-8,-4,3,0,0,20,-3,5,-0.5,-7
CCN1CCN(S(=O)(=O)c2ccc(C(C)(C)C)cc2)CC1,0.1,9,14,-27,-3,-3,2,6,2,0.6,7
COc1cccc(C(=O)OCC(=O)N2CCC(Cc3ccccc3)CC2)c1OC,-0.1,8,10,-18,-5,.,6,1,-7,1.2,-5
CCOc1ccc(S(=O)(=O)N2CCOCC2)cc1NC(=O)CCN1C(=O)NC2(CCCC2)C1=O,0.0,.,-2,-28,-2,.,10,5,0,-1.0,-6
O=C1CCC(=O)N1OCCCOc1ccc2c(c1)CCC2,0.0,0,-9,-10,-5,-2,-1,4,-3,-2.5,-2
O=C(Nc1nc2ccccc2[nH]1)c1ccc(F)c(S(=O)(=O)N2CCOCC2)c1,-0.2,-46,-158,-45,0,-5,3,-130,-2,-0.7,.
CCOC(=O)C1CCN(C(=O)C2CCC(=O)N(Cc3cccc(C(F)(F)F)c3)C2)CC1 (stereo unspecified),-0.2,5,-43,12,-5,1,2,-34,1,0.2,-7
CNC(=O)C1CC(=O)N(c2ccc(OCC(=O)Nc3ccc(F)cc3)cc2)C1 (stereo unspecified),-0.1,6,8,14,31,.,0,-6,-1,0.1,-7
COc1ccc2c(c1)C(c1ccc(C)o1)=NNC(c1ccccc1)=N2,-0.7,2,-19,-17,-7,-1,-4,-23,-4,0.5,-3
CCOc1ccc(NC(=O)N(O)C2(C#N)CCCCC2)cc1,-0.1,-3,6,-20,8,.,0,96*,-2,1.4,-5
CC(C)[C@H](NC(=O)OCc1ccccc1)C(=O)NCc1ccccc1,-0.2,11,11,5,-1,0,0,6,8,-1.5,-5
CC(C)(C)NNC(=S)Nc1cccc(F)c1,0.0,-2,11,-21,-5,-2,-10,12,0,-0.5,-15
O=C(O)C1C2C=CC(C2)C1C(=O)NCc1ccc(Cl)c(Cl)c1 (stereo unspecified),0.1,11,16,-34,-2,0,34,6,9,0.3,-2
O=C(Nc1ccc(N2CCOCC2)c(Cl)c1)c1ccc(F)cc1,0.2,-120,-307,-63,-6,-2,0,-221,-2,-0.2,-9
O=C1CN(C(=O)COC(=O)CCC(=O)c2ccc3c(c2)OCCO3)c2ccccc2N1,0.0,-3,-4,-25,5,0,-2,-3,3,2.2,-2
C/C(=N\NC(=O)Cn1cc([N+](=O)[O-])cn1)c1ccco1,-0.1,-9,15,5,10,-1,-6,9,1,-0.8,-4
O=C(NCC(=O)N(c1ccccc1)C(C(=O)NC1CCCCC1)c1cccnc1)c1ccco1 (stereo unspecified),0.0,-15,8,-5,14,0,-4,-3,6,1.5,-2
CCc1ccc(C(=O)OCC(=O)Nc2c(C)n(C)n(-c3ccccc3)c2=O)cc1,-0.3,.,3,-28,.,.,0,8,-1,2.5,-9
Cc1cc(CN(C)Cc2ccc(OCC(O)CN(C)Cc3ccccc3)cc2)on1 (stereo unspecified),0.3,-2,4,0,-4,3,5,4,12,-0.7,1
CCN1C(=O)[C@H]2[C@@H](c3ccc(-c4ccc(C(C)=O)cc4)cc3)N3CCCC[C@@]3(C(=O)OC)[C@H]2C1=O,1.3,-1,5,14,8,2,-2,6,-2,6.7,-10

# The last 3 compounds of the part before lead into the next:
SMILES,aDG glyco act,TRPM1 prom inh,HIF-2a inh,NR2E3 ag-1,Vif imaging,NR2E3 ag-2,Granule exo inh,Peg3 prom inh,PDI turbidity,iPSC survival up,CaV13 FRET inh
CCc1ccc(C(=O)OCC(=O)Nc2c(C)n(C)n(-c3ccccc3)c2=O)cc1,-0.3,.,3,-28,.,.,0,8,-1,2.5,-9
Cc1cc(CN(C)Cc2ccc(OCC(O)CN(C)Cc3ccccc3)cc2)on1 (stereo unspecified),0.3,-2,4,0,-4,3,5,4,12,-0.7,1
CCN1C(=O)[C@H]2[C@@H](c3ccc(-c4ccc(C(C)=O)cc4)cc3)N3CCCC[C@@]3(C(=O)OC)[C@H]2C1=O,1.3,-1,5,14,8,2,-2,6,-2,6.7,-10
CCC1CCCCN1C(=O)c1ccc2c(c1)C(=O)N(c1ccc(C)cc1)C2=O (stereo unspecified),-0.1,12,10,-15,-5,2,0,9,-19,-0.7,-7
Cc1ccccc1Cn1cc(S(=O)(=O)CC(=O)Nc2nccs2)c2ccccc21,0.8,2,0,18,-5,1,1,7,-19,-0.1,-9
CCCN(C(=O)Cc1coc2cc(C)c(C)cc12)c1c(N)n(Cc2ccccc2)c(=O)[nH]c1=O,-0.1,3,14,-23,-10,3,4,20,6,0.1,-6
Cn1c(=O)[nH]c(=O)c2c1nc(SCC(=O)O)n2CCc1ccccc1,-0.1,9,7,-7,.,1,-2,12,19,2.7,-5
CCc1ccc(NC(=O)C2CCC(CNC(=O)[C@@H]3Cc4ccccc4CN3)CC2)cc1 (stereo partly specified),0.7,-6,-32,21,-5,-2,1,-27,0,-0.4,-11
CC1CCc2sc(-c3n[nH]c(=S)o3)cc2C1 (stereo unspecified),0.1,-2,-247,-104,-1,2,0,-75,-4,1.0,-3
CC(C(=O)NCc1ccc(F)cc1)n1ccc2cc(S(=O)(=O)N3CCCC3)ccc21 (stereo unspecified),-0.2,4,4,8,-9,3,20,19,-11,0.2,-2
